# U2OS ROS induce – cancer cell ROS induction; U2OS ROS induction, H2DCF-DA fluorescence; ROS induction (% of piperlongumine), % at 10 µM; 2% of 46,000 active; in the data active means ROS induction above about 79%, passing the limit was not always enough; inconclusive means no clear call, values can overlap the other calls;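 further: 0% = DMSO vehicle median and 100% = reference compound median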
# The depositor's hits bear a star; ? = inconclusive. A portion of the library. The share of hits here may be higher or lower than overall.
canonical_smiles,U2OS ROS induce
COC(=O)c1ccccc1NC(=O)c1cccc(NC(=O)COc2ccccc2)c1C,18.9
C[C@H]1CN([C@@H](C)CO)C(=O)CCCn2cc(nn2)CO[C@H]1CN(C)C(=O)Nc1ccc2c(c1)OCCO2,6.5
C[C@@H]1CN([C@@H](C)CO)C(=O)c2cc(NS(C)(=O)=O)ccc2O[C@H]1CN(C)C(=O)NC1CCCCC1,-9.7
CN(C)c1c(F)cc(C(=O)NC(=O)NC2=NCCS2)cc1F,-8.8
Cc1ccc(S(=O)(=O)N(C)C[C@H]2Oc3c(NS(C)(=O)=O)cccc3C(=O)N([C@@H](C)CO)C[C@@H]2C)cc1,-1.0
Cc1noc(C)c1NC(=O)Nc1cccc2c1O[C@@H](CN(C)Cc1ccc(Oc3ccccc3)cc1)[C@@H](C)CN([C@H](C)CO)C2=O,-5.1
COc1ccc(C(=O)CCC(=O)Nc2ccc(C(=O)O)cc2)c(OC)c1,17.5
Cc1cc(C)cc(NC(=O)CSc2ccc3nnc(-c4cccs4)n3n2)c1,-0.6
CCOC(=O)C1C2C=CC3(CN(C(C)C)C(=O)C13)O2 (stereo unspecified),3.4
COc1ccc(C(=O)NCC2OCCc3ccccc32)cc1 (stereo unspecified),26.7
C[C@@H]1CN([C@@H](C)CO)C(=O)c2cc(NC(=O)C3CC3)ccc2O[C@@H]1CN(C)S(=O)(=O)c1ccc(F)cc1,-16.5
Cc1ccccc1Cc1c(C)nc2c(C(=O)N3CCOCC3)cnn2c1C,-13.2
O=C(COc1ccc(S(=O)(=O)N2CCCC2)cc1Cl)Nc1ccccc1,7.1
COc1ccc(C2=CC(c3ccccc3)c3ccccc3O2)cc1OC (stereo unspecified),5.4
COc1ccc(NC(=O)N(C)C[C@@H]2Oc3ccc(NS(=O)(=O)c4cn(C)cn4)cc3C(=O)N([C@@H](C)CO)C[C@H]2C)cc1,-11.6
O=C(CN1C(=O)c2ccccc2S1(=O)=O)Nc1c(F)cccc1F,51.5
O=C(N/N=C/c1cc(O)ccc1[N+](=O)[O-])c1ccccn1,26.1
S=C1NCN(C2CCCCC2)CN1,-2.4
FC(F)(F)c1nnc(Nc2cccnc2)s1,3.9
O=C(Nc1ccc(Br)cc1)c1ccc(NS(=O)(=O)c2cccc3cccnc23)cc1,10.2
COc1ccc(CN(C)C[C@@H]2Oc3ccc(NC(=O)Nc4ccc(OC)cc4)cc3C(=O)N([C@@H](C)CO)C[C@H]2C)cc1,-17.1
CC(C)NC(=O)Nc1ccc2c(c1)C(=O)N([C@@H](C)CO)C[C@@H](C)[C@H](CN(C)Cc1ccc(C(=O)O)cc1)O2,-7.1
Cc1cccc(NC(=O)CSC2=C(C#N)C(c3ccco3)C3=C(CCCC3=O)N2)c1 (stereo unspecified),0.9
Cc1ccc(NC(=O)Nc2cccs2)cc1,-8.7
C[C@@H]1CN([C@H](C)CO)C(=O)c2cc(NC(=O)C3CC3)ccc2O[C@H]1CN(C)C(=O)NC1CCCCC1,-7.1
C[C@@H]1CN([C@@H](C)CO)C(=O)c2cccc(NC(=O)NC3CCCCC3)c2O[C@@H]1CN(C)S(C)(=O)=O,-5.0
O=C(O)CCNc1ncnc2c1oc1ccccc12,-12.0
CC(=O)C1=C(c2ccccc2)NC(=S)NC1c1cc(Cl)ccc1OCC(=O)O (stereo unspecified),2.7
COc1ccc(S(=O)(=O)N(C)C[C@@H]2Oc3ccc(N(C)C)cc3CC(=O)N([C@@H](C)CO)C[C@@H]2C)cc1,13.6
CCOC(=O)c1cc(-c2ccccc2)sc1NC(=O)CCN1CCN(CC)CC1,53.1
C[C@@H]1CN([C@@H](C)CO)C(=O)c2cc(NC(=O)c3ccncc3)ccc2O[C@H]1CN(C)C(=O)Nc1ccc(C(F)(F)F)cc1,7.0
CC(N=Cc1c(O)ccc2ccccc12)C12CC3CC(CC(C3)C1)C2 (stereo unspecified),66.5
CSc1nsc(SC)c1C(=O)NN1CCOCC1,3.0
C[C@H](CO)N1C[C@H](C)[C@@H](CN(C)Cc2ccc(Cl)c(Cl)c2)Oc2ccc(NC(=O)C3CC3)cc2C1=O,21.4
COC(=O)c1c(C)oc2ccc(N(C(=O)c3ccncc3)S(=O)(=O)c3ccc(F)cc3C)cc12,7.8
C[C@@H]1CCCCO[C@H](CN(C)C(=O)c2ccncc2)[C@@H](C)CN([C@H](C)CO)C(=O)c2cc(NC(=O)C3CCCCC3)ccc2O1,29.8
COc1ccc(OC)c(NC(=O)CSc2nc(-c3ccccc3)cc(=O)[nH]2)c1,37.8
C[C@H]1CN([C@@H](C)CO)C(=O)c2cccc(NS(=O)(=O)c3cccs3)c2O[C@H]1CN(C)CC1CC1,-5.1
C[C@@H]1CN([C@@H](C)CO)C(=O)c2cccc(NC(=O)c3nc4ccccc4s3)c2O[C@H]1CN(C)Cc1ccc(C(F)(F)F)cc1,38.6
Cc1cc(C(=O)Nc2cccc3c2O[C@@H](CN(C)S(C)(=O)=O)[C@@H](C)CN([C@@H](C)CO)C3=O)n(C)n1,-4.1
COc1ccc(OC)c(C(=O)CSc2nnc(-c3cccnc3)n2C)c1,-5.2
C[C@@H]1CN([C@H](C)CO)C(=O)c2cc(NC(=O)NC3CCCCC3)ccc2O[C@H]1CN(C)C(=O)Nc1ccccc1,?
C[C@@H]1CN([C@H](C)CO)C(=O)c2cc(NS(=O)(=O)c3ccc(Cl)cc3)ccc2O[C@@H]1CN(C)C(=O)Nc1ccccc1,-8.6
COc1ccc(OCC(=O)Nc2ccc3oc(-c4cccc(I)c4)nc3c2)cc1,-11.9
COC(=O)c1cc(NC(=O)COc2ccc(Br)cc2)cc(C(=O)OC)c1,14.3
Cc1cc(C(=O)Nc2cccc3c2O[C@@H](CN(C)Cc2ccc(Oc4ccccc4)cc2)[C@H](C)CN([C@@H](C)CO)C3=O)n(C)n1,116.8*
COc1ccc(CN(C)C[C@@H]2Oc3ccc(NS(=O)(=O)c4cccs4)cc3C(=O)N([C@H](C)CO)C[C@@H]2C)cc1,14.8
C[C@@H]1CN([C@H](C)CO)C(=O)c2cccc(NS(=O)(=O)c3ccc(Cl)cc3)c2O[C@H]1CN(C)S(=O)(=O)c1cn(C)cn1,-3.3
COC(=O)c1ccc(-c2ccco2)n1Cc1nc(-c2ccccc2F)oc1C,-0.8
Cc1cc(C)c(S(=O)(=O)NC(C)C2C3CC4CC(C3)CC2C4)c(C)c1 (stereo unspecified),2.2

# 3 entries out of the list, sorted by count of non-hydrogen atoms, rising:
canonical_smiles,U2OS ROS induce
COc1ccc(OC)c(C(=O)CSc2nnc(-c3cccnc3)n2C)c1,-5.2
COc1ccc(OCC(=O)Nc2ccc3oc(-c4cccc(I)c4)nc3c2)cc1,-11.9
C[C@@H]1CN([C@H](C)CO)C(=O)c2cccc(NS(=O)(=O)c3ccc(Cl)cc3)c2O[C@H]1CN(C)S(=O)(=O)c1cn(C)cn1,-3.3

# (next part)
canonical_smiles,U2OS ROS induce
C[C@@H]1CN([C@@H](C)CO)C(=O)CCCn2cc(nn2)CO[C@@H]1CN(C)S(C)(=O)=O,-3.4
COc1ccc(OC(C)C(=O)Nc2cc(C)ccc2OC)cc1 (stereo unspecified),-19.6
COC(=O)c1ccccc1NC(=O)c1ccc(Cl)c(S(=O)(=O)Nc2ccccc2C)c1,18.1
O=C1C(=O)N(CCCn2ccnc2)C(c2cccc(Br)c2)C1C(=O)c1ccccc1 (stereo unspecified),-11.4
C[C@@H]1CN([C@H](C)CO)C(=O)c2cc(NS(=O)(=O)c3ccc(Cl)cc3)ccc2O[C@@H]1CN(C)S(=O)(=O)c1ccc(Cl)cc1,2.1
COc1ccc(S(=O)(=O)Nc2cccc3c2O[C@@H](CN(C)S(=O)(=O)c2c(C)noc2C)[C@H](C)CN([C@H](C)CO)C3=O)cc1,-3.6
C[C@H]1CN([C@@H](C)CO)C(=O)CCCn2cc(nn2)CO[C@@H]1CN(C)S(=O)(=O)c1cccc(F)c1,14.4
COc1ccc(S(=O)(=O)Nc2ccc3c(c2)C(=O)N([C@H](C)CO)C[C@H](C)[C@@H](CN(C)C(=O)Nc2ccccc2)OCCCC[C@@H](C)O3)cc1,12.7
O=C(COc1ccc2cc(Br)ccc2c1)Nc1cccc([N+](=O)[O-])c1,?
O=C1C(=O)N(c2ccccn2)C(c2ccccc2)C1C(=O)c1cccs1 (stereo unspecified),-9.3
N#CC(C(N)=S)=C1CCCC1,-12.5
COc1ccccc1NC(=O)CSc1nc2c(oc3ccccc32)c(=O)n1Cc1ccc(F)cc1,35.3
CCN(CC(=O)Nc1ccccc1C(F)(F)F)S(=O)(=O)c1ccc(Cl)cc1,-1.0
COc1ccc(CN(C)C[C@H]2Oc3c(NC(=O)Nc4ccc(F)cc4)cccc3C(=O)N([C@H](C)CO)C[C@H]2C)cc1,-8.4
Cc1ccc(S(=O)(=O)Nc2ccccc2/C(O)=C(/C#N)c2nc3ccccc3n2C)cc1,55.1
CCOC(=O)c1cc(CC)sc1/N=C/C1C(=O)c2ccccc2C1=O,-3.5
NC(=O)c1ccccc1NC(=O)COc1ccc2oc3c(c2c1)CCCC3,-4.0
C=CCn1c(SCC(=O)O)nnc1-c1sc2ccccc2c1Cl,-8.6
Cc1ccc(NC(=O)CSc2nc3sc4c(c3c(=O)[nH]2)CCCC4)cc1[N+](=O)[O-],11.5
C[C@H](CO)N1C[C@H](C)[C@H](CN(C)Cc2ccc(C(=O)O)cc2)Oc2ccc(NC(=O)C3CC3)cc2CC1=O,8.2

# A run of entries from the list above, as a working copy:
canonical_smiles,U2OS ROS induce
N#CC(C(N)=S)=C1CCCC1,-12.5
COc1ccccc1NC(=O)CSc1nc2c(oc3ccccc32)c(=O)n1Cc1ccc(F)cc1,35.3
CCN(CC(=O)Nc1ccccc1C(F)(F)F)S(=O)(=O)c1ccc(Cl)cc1,-1.0
COc1ccc(CN(C)C[C@H]2Oc3c(NC(=O)Nc4ccc(F)cc4)cccc3C(=O)N([C@H](C)CO)C[C@H]2C)cc1,-8.4

# More compounds.
canonical_smiles,U2OS ROS induce
CC(C)NC(=O)Nc1cccc2c1O[C@H](CN(C)Cc1ccc(C(=O)Nc3ccccc3N)cc1)[C@H](C)CN([C@@H](C)CO)C2=O,9.7
CC(C)NC(=O)Nc1ccc2c(c1)CC(=O)N([C@H](C)CO)C[C@H](C)[C@H](CN(C)C(=O)Nc1ccc(C(F)(F)F)cc1)O2,-7.1
CC(C)(C)N(Cc1ccccc1)C(=O)c1cccs1,-7.3
C[C@H]1CN([C@@H](C)CO)C(=O)CCCn2cc(nn2)CO[C@@H]1CN(C)CC1CCCCC1,12.6
Cc1onc(-c2ccccc2)c1-c1csc(Nc2ccccc2Cl)n1,0.6
CC1=C(C(=O)OCc2ccccc2)C2(O)C(=O)c3ccccc3C2(O)N1 (stereo unspecified),32.1
Cc1ccc(C)c(NC(=O)CCCn2cc([N+](=O)[O-])cn2)c1,-9.1
O=C(O)c1ccc2c(c1)C1C3CCC(C3)C1C(c1ccccc1)N2 (stereo unspecified),-5.6
C[C@H]1CN([C@@H](C)CO)C(=O)CCCn2cc(nn2)CO[C@@H]1CN(C)S(=O)(=O)c1ccccc1,29.0
CC(=O)Nc1ccc(NC(=O)Cn2cnc3c(oc4ccccc43)c2=O)cc1,36.9
C[C@@H]1CN([C@H](C)CO)C(=O)c2cccc(NS(=O)(=O)c3ccccc3)c2O[C@@H]1CN(C)CC1CCCCC1,-0.6
COc1ccc(S(=O)(=O)N(C)C[C@@H]2Oc3c(NC(=O)c4cnccn4)cccc3C(=O)N([C@H](C)CO)C[C@@H]2C)cc1,7.9
C=C1C(N)CC2CC1C2(C)C (stereo unspecified),3.7
NC(=O)COc1ccccc1/C=N/NC(=O)c1ccccc1O,-6.5
C[C@H]1CN([C@@H](C)CO)C(=O)c2cc(NC(=O)Nc3cccc4ccccc34)ccc2O[C@@H]1CN(C)Cc1ccc(Oc2ccccc2)cc1,29.3
O=C(CSc1nnc(-c2ccc(Cl)cc2)n1-c1ccc(F)cc1)N1CCOCC1,11.1
COc1ccc(-c2nnc(SCC(=O)c3ccc(C)o3)o2)cc1,2.5
Cc1noc(C)c1NC(=O)Nc1ccc2c(c1)C(=O)N([C@@H](C)CO)C[C@@H](C)[C@H](CN(C)Cc1ccc(Cl)c(Cl)c1)O2,-0.1
C[C@H]1CN([C@@H](C)CO)C(=O)c2cccc(NC(=O)c3cnccn3)c2O[C@@H]1CN(C)C(=O)Nc1ccccc1,-6.6
CCc1nc(SCC(=O)Nc2cccc(C(F)(F)F)c2)c(C#N)cc1C,17.9
COc1ccc(NC(=O)N(C)C[C@@H]2Oc3c(NC(=O)Nc4c(C)noc4C)cccc3C(=O)N([C@H](C)CO)C[C@H]2C)cc1,-9.8
COc1ccc(C2=NN(CC(=O)Nc3cc(C)ccc3C)C(=O)CC2)cc1,4.5
CNC[C@H]1Oc2ccc(NC(=O)Cc3ccccc3)cc2C(=O)N([C@@H](C)CO)C[C@H]1C,0.8
C[C@@H]1CN([C@H](C)CO)C(=O)Cc2cc(NC(=O)c3ccncc3)ccc2O[C@H]1CN(C)Cc1ccncc1,-0.7
COC(=O)C1=CC(O[C@@H]2O[C@H](CO)[C@@H](O)[C@H](O)[C@H]2O)=C[C@H]2[C@]3(C)C[C@@H](c4ccoc4)OC(=O)[C@H]3CC[C@@]12C,-3.6
CCOC(=O)c1ccc(NC(=O)Cn2c(=O)oc3ccccc32)cc1,-21.0
C[C@@H]1CN([C@@H](C)CO)C(=O)c2cc(NS(=O)(=O)c3ccccc3)ccc2O[C@@H]1CN(C)C(=O)Nc1ccc(C(F)(F)F)cc1,13.0
C[C@@H]1CN([C@@H](C)CO)C(=O)c2cc(NS(=O)(=O)c3ccc(F)cc3)ccc2O[C@@H]1CN(C)Cc1ccncc1,25.0
COc1ccc(/C=N/NC(=O)c2ccccn2)cc1Br,1.9
C[C@@H]1CN([C@H](C)CO)C(=O)c2cccc(NC(=O)C3CCOCC3)c2O[C@@H]1CN(C)S(=O)(=O)c1cn(C)cn1,-1.4
